Assay outcomes from PubChem.
SRC1 TRFRET art = counter-screen for PPARgamma SRC-1 recruitment agonists: TR-FRET artefact; TR-FRET ratio at 8 µM; TR-FRET detection artefact counter-screen, emission ratio; active compounds read high; actives 0.34% (n = 99,000); in the data active = TR-FRET ratio above about 2300; also: inactives centre near 1800; reference of the scale not given here
SRC3 TRFRET art = flags TR-FRET format artefacts in PPARgamma SRC-3 recruitment agonist screen; TR-FRET artefact counter-screen, PPARgamma/SRC-3 format; active compounds read high; TR-FRET ratio at 8 µM; actives 0.39% (n = 99,000); AID 1048; in the data active = TR-FRET ratio above about 2000; also: inactives centre near 1600; reference of the scale not given here
* marks the source's active call; other numbers are inactive results.

Below each SMILES: SRC3 TRFRET art	SRC1 TRFRET art
1: Cc1ccc(C2c3sc(=O)[nH]c3SC3C4CC(C5C(=O)N(C(C)C(=O)O)C(=O)C45)C23)cc1 (stereo not drawn)
    1639	1639
2: C=C(C)c1cccc(C(C)(C)NC(=O)NCc2cccnc2)c1
    1469	1545
3: CCOc1ccc(C(=O)NCCN2CCCC2)cc1
    1489	1765
4: Cc1c(C(=O)OCCOC(C)C)[nH]c2c1C(=O)CC(c1ccco1)C2 (stereo not drawn)
    1613	1561
5: Nc1cc(=O)[nH]c(SCC(=O)NNC(=O)Cc2ccccc2)n1
    1548	1805
6: CC(=O)c1ccccc1NCC(=O)Nc1ccc(C)cc1
    1648	1932
7: O=C(COC(=O)c1ccccc1[N+](=O)[O-])Nc1cc(S(=O)(=O)N2CCOCC2)ccc1N1CCCC1
    1612	1988
8: CC(=O)N1N=C(c2ccccc2)OC1c1ccc([N+](=O)[O-])s1 (stereo not drawn)
    1317	2031
9: Cc1cc(SCC(=O)NN=C2CCN(C(C)C)CC2)c(C)cc1Br
    1410	1741
10: Cc1ccccc1NC(=O)Cc1cccc(C(F)(F)F)c1
    1450	1890
11: COc1ccc(NC(=O)/C(Cl)=C(/Cl)S(=O)Cc2ccc(Cl)cc2)cn1 (stereo not drawn)
    1469	1696
12: COc1ccc(Br)cc1C(=O)Nc1ccccc1N1CCN(C(=O)c2ccccc2)CC1
    1586	1799
13: Cn1c(=O)n(Cc2ccc(F)cc2)c(=O)c2c1nc1n2CCN1Cc1ccco1
    1637	1853
14: Cc1ccc(Nc2nc(N)c([N+](=O)[O-])c(N3CCOCC3)n2)cc1C
    1581	1707
15: CC1CCc2[nH]nc(C(=O)O)c2C1 (stereo not drawn)
    1707	2230
16: O=C(CS(=O)(=O)c1ccccc1)Nc1cccnc1
    1597	1587
17: N#Cc1c(NC(=O)c2cnn3cccnc23)sc2c1CCCC2
    1623	1616
18: CCCCCCOc1ccc(/C(C)=N/NC2=NCCN2)cc1[N+](=O)[O-]
    1527	1685
19: CC(=O)Cn1c(CN2CCCC2)nc2ccccc2c1=O
    1597	1643
20: CCOc1ccc(NC(=O)/C(=C\c2ccc(OC(C)=O)c(OC)c2)NC(C)=O)cc1
    1501	1861
21: COc1ccc(-n2c(=O)c3c4c(sc3n(Cc3cccc(F)c3)c2=O)CN(C(C)=O)CC4)c(OC)c1
    1622	2192
22: CCN1CCN(C(=O)/C=C/c2ccccc2[N+](=O)[O-])CC1
    1697	1582
23: COc1ccc2[nH]cc(CCNS(=O)(=O)c3ccc(NC(C)=O)cc3)c2c1
    1492	1635
24: Cc1ccc(NC(=O)c2cnn(C)c2)cc1[N+](=O)[O-]
    1511	1895
25: CCc1ccc(C2CC(=O)N(c3ccc(F)cc3)C3=C2C(=O)OC3)cc1 (stereo not drawn)
    1619	1426
26: O=C(NCc1ccccc1)C1CCN(S(=O)(=O)c2cc([N+](=O)[O-])ccc2Cl)CC1
    1478	1756
27: O=C(COc1ccccc1)Nc1ccc2c(c1)Cc1cc(NC(=O)COc3ccccc3)ccc1-2
    1611	1981
28: O=C(COC(=O)c1ccc(Cl)c(S(=O)(=O)N2CCN(c3ccc(F)cc3)CC2)c1)Nc1cccc(Cl)c1
    1561	1668
29: CCOC(=O)c1c(NC(=O)CN2C(=O)NC3(CCCCC3)C2=O)sc(C)c1-c1ccc(C)cc1
    1695	1638
30: O=C(COC(=O)Cn1cnc2ccccc21)Nc1cc2c(cc1Cl)C(=O)c1ccccc1C2=O
    1781	1736
31: O=C(CCSc1ccccc1)Nc1ccccc1C(=O)N1CCCC1
    1693	1604
32: Cc1[nH][nH]c(=O)c1C(c1ccc(-c2ccccc2C(=O)O)o1)c1c(C)[nH][nH]c1=O
    1596	1844
33: COc1ccc2c(c1)c(=O)c(C(=O)c1ccc(C)cc1)cn2CC(=O)Nc1ccc(F)cc1
    1737	1919
34: O=c1cc(-c2ccc(O)c(O)c2)oc2cc(O)c(C3OC(CO)C(O)C(O)C3O)c(O)c12 (stereo not drawn)
    1808	1969
35: CCCCN(C(=O)CSc1nnc(-c2ccccc2OC)n1C)c1c(N)n(Cc2ccccc2)c(=O)[nH]c1=O
    1834	1934
36: CCOc1ccc(C(CC(=O)O)NC(=O)COc2ccccc2)cc1OC (stereo not drawn)
    1489	1665
37: CCOc1ccc(NC(=O)CN2CCN(CC(=O)c3ccc(OC)c(OC)c3)CC2)cc1
    1550	1813
38: Cc1ccc2nc(C)c(C(=O)N/N=C/c3ccccc3[N+](=O)[O-])cc2c1
    1567	1816
39: CCOC(=O)C1CCN(C(=O)c2ccccc2NS(=O)(=O)c2ccc(F)c(F)c2)CC1
    1656	1803
40: CCN(CC)CCCNC(=O)c1cc(Sc2nnc(C)s2)nc2ccccc12
    1474	1627
41: COC(=O)c1cccc(NC(=S)N2CCCCC2)c1
    1750	1827
42: CC(C)c1ccc(C2C3=C(COC3=O)Nc3cc4c(cc32)OCO4)cc1 (stereo not drawn)
    1616	1734
43: CCn1cc(C(=O)NCc2ccc3c(c2)OCO3)c(=O)c2cc(S(=O)(=O)N(C)C)ccc21
    1648	1593
44: CC(C)(OC1OC(CO)C(O)C(O)C1O)[C@H]1Oc2ccc3ccc(=O)oc3c2[C@H]1O (stereo partly drawn)
    1577	1842
45: CCOC(=O)c1ccc(NC(=O)CN2C(=O)NC3(CCC(C)CC3)C2=O)cc1 (stereo not drawn)
    1518	1554
46: CC(C)OCCCn1c(=S)[nH]c2ccc(N3CCOCC3)cc2c1=O
    1642	2095
47: Cc1noc(C(=O)N2CCN(c3ccc(F)cc3)CC2)c1Cl
    1743	1844
48: CCOc1ccccc1NC(=O)C(OC(=O)c1cc(C)oc1C)c1ccccc1 (stereo not drawn)
    1570	1615
49: COc1ccccc1NC(=S)NCCSc1ccc(Cl)cc1
    1738	2015
50: CCn1c2ccccc2c2cc(NC(=O)c3cc(C)on3)ccc21
    1651	1885
51: O=c1cc(-c2ccccc2)[nH]c2cc(Cl)ccc12
    1419	1660
52: COc1ccccc1Oc1ccc(N/C=C/C(=O)C(C)(C)C)cc1
    1544	1788
53: S=C(NC1CCCC1)N1CCOCC1
    1725	1807
54: O=C(O)c1ccc(-n2[nH]c3c(c2=O)CCCC3)cc1
    1620	1702
55: CC(=O)C1=C(C)NC(=O)NC1c1ccc(Cl)cc1 (stereo not drawn)
    1365	1580
56: N#Cc1ccccc1Cn1c(=O)n(CCCC(=O)NCc2ccc3c(c2)OCO3)c(=O)c2ccccc21
    1493	1960
57: COc1ccc(OC)c(NC(=O)COC(=O)CN(C)S(=O)(=O)c2ccc(C)cc2)c1
    1690	1838
58: CC1CCCN(CCOc2ccc(Br)cc2)C1 (stereo not drawn)
    1608	1888
59: COc1cccc(/C=N/Nc2ncnc(Cl)c2N)c1O
    1767	1992
60: COc1ccc(CN(C)CC(=O)NC(=O)NCc2ccccc2)cc1OC
    1491	1647

Following part.
Below each SMILES: SRC3 TRFRET art	SRC1 TRFRET art
61: Cc1ccc([N+](=O)[O-])c(C(=O)Nc2cccnc2Cl)c1
    1569	2014
62: Cc1ccc2nc3c(cc(C(=O)NC4CCCC4)c(=N)n3CCCn3ccnc3)c(=O)n2c1
    1592	1526
63: CCC1(C)Cc2nc3sc(C(=O)O)c(N)c3cc2CO1 (stereo not drawn)
    1554	1455
64: Cn1cccc1/C=C1/SC(=O)N(CC(=O)N2CCCC2)C1=O
    1458	1875
65: CCOc1cc(N2CCOCC2)c(OCC)cc1NC(=O)c1ccc(C)cc1
    1535	1770
66: Cc1ncc([N+](=O)[O-])n1CCOC(=O)C12CC3CC(CC(C3)C1)C2
    1560	2089
67: O=C1/C(=C/c2ccccc2)CCC1C1CCCC1 (stereo not drawn)
    1627	1929
68: CC1CCN(C(=O)COc2cccc3c2CCN(Cc2ccccc2)C3=O)CC1
    1347	1737
69: CCOc1ccc(CN2CCN(Cc3cnc(-c4ccccc4)s3)CC2CCO)cc1 (stereo not drawn)
    1380	1651
70: O=C(N/N=C/c1ccc(-c2cccc([N+](=O)[O-])c2)o1)[C@H]1C[C@@H]1c1ccccc1
    1681	1894
71: CCOc1ccc(NC(=O)c2ccc(NC(=O)CSc3nc4ccccc4c(=O)[nH]3)cc2)cc1
    1452	1690
72: CC(C)OC(=O)CSc1nc(Cc2cccs2)nc2ccccc12
    1750	1867
73: O=C(COC(=O)c1ccc[nH]c1=O)NC1CCCCCC1
    1358	1708
74: COCCN=C1Sc2nc3cc4c(cc3cc2CN1CC1CCCO1)OCO4 (stereo not drawn)
    1687	1743
75: CCSc1nnc(NC(=O)C2CC2c2ccccc2)s1 (stereo not drawn)
    1445	2029
76: COc1ccc(C(=O)/C=C/c2ccc(N3CCCCC3)c([N+](=O)[O-])c2)cc1
    1672	1762
77: O=C(NCc1ccccn1)C(=O)NN=C1CCCCCCCCCCC1
    1637	1793
78: Cn1c(Cn2c(=O)sc3ccccc32)nnc1SCC(=O)Nc1ccc(Cl)cc1
    1496	1578
79: Clc1ccc(C2CC(c3cccs3)n3ncnc3N2)c(Cl)c1 (stereo not drawn)
    1473	1831
80: Cc1nn(C)c(C(=O)NNC(=S)NC2CCCCC2)c1Cl
    1421	1634
81: CC(=O)NC1C(Oc2ccc(C)cc2)OC2COC(c3ccco3)OC2C1O (stereo not drawn)
    1693	1776
82: CCOc1ccc(S(=O)(=O)NCc2ccc(C)cc2)c2cccnc12
    1631	2020
83: CC1(C)CC(=O)c2cnc3c(C#N)cnn3c2C1
    1442	1678
84: COc1c(F)c(F)c(C(=O)O)c(Nc2cccc(C)c2)c1F
    1603	1635
85: CCc1sc(C(C2C(=O)CC(C)(C)CC2=O)C2C(=O)CC(C)(C)CC2=O)cc1[N+](=O)[O-]
    1643	1643
86: COC(=O)c1ccc(N=Cc2c(-c3ccccc3)[nH][nH]c2=O)cc1
    1659	2026
87: Cc1ccc(NC(=O)COC(=O)c2cc(Cl)ccc2Cl)c(Br)c1
    1506	1794
88: CC(C)(C)C(=O)NCCN1C(=O)S/C(=C\c2ccc([N+](=O)[O-])cc2)C1=O
    1401	1607
89: Cc1ccc2sc(NNC(=O)c3ccc4c(c3)OCCO4)nc2c1C
    1421	1682
90: O=C(NC(=S)N1CCN(Cc2ccc3c(c2)OCO3)CC1)c1ccc(Cl)cc1
    1665	1647
91: Cc1nnn(C23CC4CC(CC(CC(=O)Nc5ccc(C)c(C)c5)(C4)C2)C3)n1
    1662	1591
92: O=C(NCCc1cccc(Cl)c1)c1cccs1
    1478	1656
93: Cc1ccc2c(c1)c1nc3ccccc3nc1n2CCN1CCOCC1
    1467	1936
94: CCOc1ccc(-n2c(C)nc(O)c2N=Nc2ccccc2)cc1
    1380	1666
95: CCn1cc(C(=O)NCCCOC(C)C)c2cc(OC)c(OC)cc2c1=O
    1348	1768
96: O=C(NN1C(=O)C2C(C1=O)C1C=CC2C12CC2)c1cccc(Cl)c1 (stereo not drawn)
    1631	1568
97: Cc1ccc(NC(=O)NC(=O)COc2ccc(Cl)cc2Cl)c(C)c1
    1659	1866
98: Cc1cnc(NC(=O)CCN2C(=O)C3CCCCC3C2=O)s1 (stereo not drawn)
    1930	1974
99: Cn1c(=S)n(CCC(=O)O)c2ccccc21
    1668	1571
100: CC(C)=CC(=O)OCC(=O)Nc1ccccc1Cl
    1678	1909
101: CC(C)(C)NC(=O)C(c1c[nH]c2ccccc12)N(C(=O)Cn1nnc(-c2ccc(F)cc2)n1)c1cccc(O)c1 (stereo not drawn)
    1372	1635
102: O=C(CSC1CC(=O)N(CCc2ccccc2)C1=O)Nc1ccc(Cl)cc1 (stereo not drawn)
    1675	1964
103: COC(=O)C1=C(NC(=O)C(C)(C)C)CCS1
    1497	1593
104: COc1ccc(-c2cccc(C(=O)Nc3ccccc3C)c2)cc1
    1472	1838
105: N#CC1=C(N)Oc2ccc3ccc(O)cc3c2C1c1ccsc1 (stereo not drawn)
    1783	2013
106: COc1ccc(C(=O)N[C@H](C(=O)Nc2nc3ccccc3[nH]2)C(C)C)cc1
    1590	2023
107: COC(=O)C(Cc1ccc(O)cc1)NC(=O)c1ccccc1OC (stereo not drawn)
    1909	2001
108: c1ccc(CSc2nnc3ccc(-c4ccco4)nn23)nc1
    1726	1797

This is a subset; count on the stated rates, not on these rows.
